Screens: PubChem BioAssay, Fisher Drug Discovery Resource Center
NPYLR7 ag: mosquito NPYLR7 agonism; HEK293T NPYLR7/Galpha15, GCaMP6s calcium fluorescence; activation, % at 10 µM; 270,000 tested, 0.15% active; AID 1259423; in the data active = activation above about 40%;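 note: 0% = vehicle and 100% = reference agonist at the receptor; some compounds past the cut are filed as inactive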
mcGAS lum: blocks mouse cGAS activity; 160,000 tested, 0.15% active; inhibition, % at 12.5 µM; recombinant cGAS, Kinase-Glo ATP depletion luminescence; Q8C6L5;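 note: 0% = negative control wells and 100% = reference inhibitor with no enzyme activity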
hcGAS lum: human cGAS inhibition. inhibition, % at 12.5 µM. recombinant h-cGAS, ATP depletion, Kinase-Glo luminescence. Q8N884. 290,000 tested, 0.081% active. AID 1259398;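 note: 0% = vehicle reaction and 100% = reaction without DNA for no activity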
Target sequence (Q8N884 whole entry, looked up): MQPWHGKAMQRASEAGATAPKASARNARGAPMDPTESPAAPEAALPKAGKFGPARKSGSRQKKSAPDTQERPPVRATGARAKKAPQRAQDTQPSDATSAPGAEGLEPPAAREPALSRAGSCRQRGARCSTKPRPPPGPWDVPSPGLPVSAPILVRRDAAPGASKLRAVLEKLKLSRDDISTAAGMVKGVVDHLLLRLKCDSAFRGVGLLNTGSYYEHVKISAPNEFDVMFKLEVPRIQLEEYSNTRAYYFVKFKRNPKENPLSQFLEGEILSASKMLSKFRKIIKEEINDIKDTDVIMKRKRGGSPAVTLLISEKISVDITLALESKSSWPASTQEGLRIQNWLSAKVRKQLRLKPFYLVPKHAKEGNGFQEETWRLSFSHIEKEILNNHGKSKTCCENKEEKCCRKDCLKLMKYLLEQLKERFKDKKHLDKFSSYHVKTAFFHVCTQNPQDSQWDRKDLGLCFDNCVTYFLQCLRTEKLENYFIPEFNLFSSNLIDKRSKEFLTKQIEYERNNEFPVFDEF
Active calls of the source: *; x = not tested or not shown; & = joins results of further samples. Cut-off read from the data, not from the text of the source, unless noted: active = inhibition above about 40%; inactive = the rest.

Below each SMILES: NPYLR7 ag, mcGAS lum, hcGAS lum
- O=C(Nc1nnc(SCc2ccc(Cl)cc2Cl)s1)c1ccccc1F
 : -6, -4, -3
- Cc1ccc(-c2nc(C)c(C(=O)NCCCC(=O)O)s2)o1
 : 12, x, -8
- c1ccc2c(c1)sc1c(C3NCCc4[nH]cnc43)cccc12 (stereo not given)
 : 6, -7, -6
- O=C(N1CCCCC1C1OCCO1)C12CC3CC(CC(C3)C1)C2 (stereo not given)
 : -3, x, 0
- CC1CN(S(=O)(=O)CCNC(=O)Nc2ccc(-c3nncn3C)cc2)CC(C)O1 (stereo not given)
 : 1, x, -1
- Cc1ncc(CN2CCC(Cc3n[nH]c(=O)n3-c3ccccc3)CC2)cn1
 : 2, x, -7
- O=C(Nc1nnc(-c2cccs2)s1)c1ccccc1F
 : -5, 3, 0
- CCOc1ccc(N2CCn3c2nnc(C(=O)NCC(C)C)c3=O)cc1
 : 11, -4, 2
- Cc1cnccc1NCCNC(=O)c1cccc(CC2CCNCC2)c1
 : -5, x, -9
- COc1ccc(OC)c(-c2nc(C(N)=O)c3[nH]c(=O)n(-c4ccc(C(C)(C)C)cc4)c3n2)c1
 : -3, -7, -7
- CCNC(=O)[C@@H]1C[C@H](N)CN1C1CCN(c2ccccc2OC)CC1
 : -1, x, -9
- NC(=O)CN(c1ccccc1)S(=O)(=O)c1ccccc1F
 : -16, x, -8
- Cc1cc(N2CCC3(CCCO3)CC2)c2ccccc2n1
 : 6, x, -6
- COc1ccc(CN(C)c2nccc(-c3ccc(C)nc3C)n2)cc1O
 : -10, x, -6
- S=c1n(CN(Cc2ccncc2)C2CC2)cc2ccccn12
 : 10, x, 29
- CCc1nnc(-c2cc3ccccc3n2CC(=O)NC)o1
 : -4, -8, -6
- Cc1ccc(S(=O)(=O)NCC(=O)OCC(=O)N2CCCc3ccccc32)cc1C
 : 1, x, -5
- CCOC(=O)N1CCC(N2CCOC(CCc3ccccc3)C2)CC1 (stereo not given)
 : 12, x, -9
- OC(CNC1CCC2(CCNCC2)CC1)c1ccccc1Cl (stereo not given)
 : 15, x, -4
- O=C(CSc1nnc(NC(=O)c2ccccc2)s1)Nc1ccc(Br)cc1
 : -9, -3, -4
- COc1ccccc1C(C#N)c1cc(N2CCN(C(=O)C(C)ON=C(C)C)CC2)ncn1 (stereo not given)
 : 0, -4, -3
- O=C(O)C[C@@H]1NC(=O)[C@H](Cc2ccccc2)NC1=O
 : 3, -3, 0
- CC1(Cc2ccc3c(c2)OCO3)C(=O)Nc2cc(-c3ccccc3Cl)ccc21 (stereo not given)
 : 6, -2, -4
- CN(C(=O)CSc1ncnc2sccc12)C(c1ccccc1)c1ccccc1
 : 3, -3, -5
- CCCCCc1nc2ccc(Cl)cn2c1NCc1ccccc1
 : -3, -1, 0
- Cc1ccccc1C(=O)NCCc1csc2nc(-c3cccs3)nn12
 : 1, -5, 0
- CC(C)c1nc2c(n1C)CCN(C1CCOC1=O)C2 (stereo not given)
 : 3, x, -5
- Cc1cc(-c2nc3cc(Cl)ccc3o2)ccc1N
 : 0, -4, 0
- c1cncc(COC2CCCN(Cc3ccncc3)C2)c1 (stereo not given)
 : -4, x, -2
- O=C(NCC(F)(F)F)c1cc(-c2ccccc2Cl)n[nH]1
 : -1, -6, -2
- O=C(c1cc(F)c(F)cc1F)N1CCN(c2nccc(-c3ccc4c(c3)OCO4)n2)CC1
 : 7, 2, 3
- Cc1cc(C)c(S(=O)(=O)N2CCCC2C(=O)NC2CC2)c(C)c1 (stereo not given)
 : -1, x, 0
- Fc1ccc(CNc2ncnc3c2cnn3-c2ccc(F)cc2)cc1
 : 7, x, -5
- CS(=O)(=O)c1ccc(Nc2nc(CC(=O)NCCc3ccccc3)cs2)cc1
 : -5, x, -1
- COc1ccc(Cl)cc1Cn1c(C)c(C(=O)N(C)Cc2ccc(F)cc2)sc1=O
 : -6, x, -3
- NC(=O)C1CCN(c2nc3c(S(=O)(=O)c4cccc(Cl)c4)nnn3c3ccsc23)CC1
 : -1, -9, -2
- Cc1cc(C)cc(C(=O)Nc2cc(=O)n(C)c(=O)n2C)c1
 : 6, -6, -21
- CN(C(=O)C1CC(=O)N(c2cccc(Br)c2)C1)C1CCS(=O)(=O)C1 (stereo not given)
 : 2, x, -7
- O=C1CCC2c3[nH]c4ccccc4c3C(c3ccccc3)CN12 (stereo not given)
 : 5, x, -11
- Brc1ccc(-c2nc(-c3cccnc3)no2)o1
 : 1, x, 11
- Cc1cn2cc(CNC(=O)c3cc(COc4ccc5c(c4)CCCC5)on3)nc2s1
 : 17, -7, -3&-1
- CC(C)CN1C(=O)CC(=O)NC1SC(C(=O)N(C)C)c1ccccc1 (stereo not given)
 : 14, x, -5
- CCc1nn(C)c(Cl)c1CN1CCCC(c2nc(CCOC)no2)C1 (stereo not given)
 : x, -2, -3
- CCOc1ccc(C(NS(=O)(=O)c2ccc(OC)c(OC)c2)C(C)C)cc1OCC (stereo not given)
 : -9, x, 1
- CCN(CC)C(=O)Oc1ccc2c(ccn2Cc2cccc(C)c2)c1NC(=O)c1ccncc1
 : 0, -3, 0
- Cc1ccccc1C(=O)Nc1c2c(nn1C(C)(C)C)CSC2
 : -7, -6, -2
- C=CCn1c(SCC(=O)NC(=O)NC)nc2sc3c(c2c1=O)CCC(C)C3 (stereo not given)
 : 1, x, -13
- CC(Oc1cccc(C#N)c1)C(=O)N1CCC(Oc2ccccc2Cl)C1 (stereo not given)
 : 7, x, -5
- COCCN(Cc1c(-c2ccccc2)noc1N1CCSCC1)C(=O)C1CCCC1
 : 16, -6, -5
- C=CCOCC(O)CN(CCOC)Cc1c(-c2ccccc2)noc1N1CCSCC1 (stereo not given)
 : -8, -1, -3
- CCC(=O)Nc1cc(Cl)ccc1C(=O)N(C)Cc1noc(CC)n1
 : 9, -15, -4
- Cc1ccc2c(c1)N(C)C(=O)c1cc(NS(=O)(=O)Cc3ccccc3)ccc1O2
 : 9, x, -1
- COc1ccc(NC(=O)C2CC(=O)N(C)C(=Nc3ccc(F)cc3)S2)cc1 (stereo not given)
 : 2, -6, -3
- O=C(NCCn1ncc2c(=O)n(Cc3cccc(F)c3)cnc21)c1ccc(Br)o1
 : -4, -9, -8
- CCn1cnnc1SC(C)C(=O)Nc1ccc(F)cc1 (stereo not given)
 : 3, -5, 1
- O=C(Cn1c(-c2ccccc2)noc1=O)NC(=O)NCc1cccs1
 : 6, x, -6
- Cc1ccc(C(=O)NCCc2nnc3ccc(SCC(=O)NCCc4ccccc4)nn23)cc1
 : -3, -6, -4
- O=C(c1c(F)c(F)cc(F)c1F)N1CCC(Cc2ccc(C(F)(F)F)cc2)CC1
 : 2, -8, -8
- CCC(C)=C(C(=O)OC)C(=O)OC
 : -13, x, -4
- Cc1onc(-c2ccccc2Cl)c1C(=O)Nc1ccc(F)c([N+](=O)[O-])c1
 : 2, x, -5

Exported as tab-separated lines: part of the list above
SMILES	NPYLR7 ag	mcGAS lum	hcGAS lum
C=CCOCC(O)CN(CCOC)Cc1c(-c2ccccc2)noc1N1CCSCC1 (stereo not given)	-8	-1	-3
CCC(=O)Nc1cc(Cl)ccc1C(=O)N(C)Cc1noc(CC)n1	9	-15	-4
Cc1ccc2c(c1)N(C)C(=O)c1cc(NS(=O)(=O)Cc3ccccc3)ccc1O2	9	x	-1
COc1ccc(NC(=O)C2CC(=O)N(C)C(=Nc3ccc(F)cc3)S2)cc1 (stereo not given)	2	-6	-3
O=C(NCCn1ncc2c(=O)n(Cc3cccc(F)c3)cnc21)c1ccc(Br)o1	-4	-9	-8
CCn1cnnc1SC(C)C(=O)Nc1ccc(F)cc1 (stereo not given)	3	-5	1

Other entries:
Below each SMILES: NPYLR7 ag, mcGAS lum, hcGAS lum
- S=C1NCCNC(=S)NCCOCCOCCN1
 : -5, x, 5
- CC(C)Cc1cc(C(=O)NCc2cccnc2-n2ccnc2)on1
 : 12, -11, -3
- Cn1nc(-c2ccccn2)c2c1NC(=O)CC2c1cccc2nsnc12 (stereo not given)
 : -7, -8, -7
- COc1ccc(CCOC(=O)C2CCCCN2C(=O)/C=C/c2ccc(C)cc2)cc1OC (stereo not given)
 : 20, -4, -5
- CCOC(=O)NC(=O)CN(CC)C(=S)NC1CCCCC1
 : 2, x, -5
- CC(=O)N1CCN(C(=O)Nc2c[nH]c3ccccc23)CC1
 : 2, -10, -7
- Cc1ccc(Nc2nc(N3CCOCC3)nc3[nH]ncc23)cc1
 : 2, x, 0
- COc1ccccc1OCC1CN(C(=O)C2CCC(N(Cc3ccc(Br)cc3F)C(=O)OC(C)(C)C)CC2)CCO1 (stereo not given)
 : 5, -7, -6
- CCc1nc2ccc(C(=O)N(C)C(C)C)cn2c1N(CCC(C)C)CCN(C)C
 : -2, -2, -4
- Cc1ccc(C2(O)CCN(C(=O)c3noc(C)c3CO)CC2)nc1
 : 7, -19, -4
- C[C@@H]1CN(Cc2ccc3c(c2)CN(C(=O)CN2CCC(c4ccccc4)CC2)CCO3)C[C@H](C)O1
 : 4, -13, -5
- O=C(NCCc1ccccn1)C(C1CCCC1)N1CCN(C(=O)c2ccc(Cl)c(Cl)c2)CC1 (stereo not given)
 : -7, -4, -4
- CCOC(=O)c1cc2c(=O)n3cccc(C)c3nc2n(CCCOC)c1=N
 : 1, -6, -7
- COC(=O)c1ccc(N2C(=O)CC(N3CCN(c4ncccn4)CC3)C2=O)cc1 (stereo not given)
 : 1, -6, -6
- O=C(Cc1cccs1)Nc1cccn(Cc2ccccc2)c1=O
 : -26, x, 2
- CN1CCN(C(C)(C)C(=O)Nc2ccc(F)c(Cl)c2)CC1
 : -3, x, -6
- CC1CCN(C2=C(c3c(-c4ccccc4)[nH]n(Cc4ccccc4)c3=O)C(=O)N(C(C)C)C2=O)CC1
 : 14, -4, -7
- O=C(NC1CCCCC1)C1CC=CCC1C(=O)N1CCN(c2ccccn2)CC1 (stereo not given)
 : 8, -3, -4
- CC(=O)Nc1cccc(C2=NN(C(=O)c3ccco3)C(c3cccs3)C2)c1 (stereo not given)
 : 2, -4, -2
- Cn1cc(-c2cc3cnc(Nc4cccc(NS(C)(=O)=O)c4)cc3n2Cc2ccccc2)cn1
 : -15, -5, -3

Next part, overlapping the part above by two compounds.
Below each SMILES: NPYLR7 ag, mcGAS lum, hcGAS lum
- CC(=O)Nc1cccc(C2=NN(C(=O)c3ccco3)C(c3cccs3)C2)c1 (stereo not given)
 : 2, -4, -2
- Cn1cc(-c2cc3cnc(Nc4cccc(NS(C)(=O)=O)c4)cc3n2Cc2ccccc2)cn1
 : -15, -5, -3
- O=C(O)c1coc2c(F)c(F)c(F)cc2c1=O
 : 4, x, 24
- NCCc1nc(NCCc2nc3c(s2)CCC3)c2ccccc2n1
 : 4, -10, 1
- CC(C)(C)CC(=O)N(CC(=O)N(CCc1c[nH]c2ccccc12)Cc1ccc(C(F)(F)F)cc1)C1CC1
 : -5, -7, -16
- O=C(N/N=C\c1ccc(-c2ccccc2[N+](=O)[O-])o1)c1cccc([N+](=O)[O-])c1
 : -1, -5, -2
- Brc1cc2c(cc1CSc1nnnn1-c1ccccc1)OCCO2
 : 9, x, -6
- COc1cccc(-c2cc(C(=O)NCCN3CCOCC3)c(C)n2-c2ccc(F)cc2)c1
 : 3, -5, -8
- OCc1cccc(-n2ccnc2-c2ccnn2-c2ccccc2)c1
 : 17, -15, -3
- O=C(NC1CC1)C1CSC(c2cccs2)=N1 (stereo not given)
 : 7, x, -5
- CCn1cc(CN2CCC(N3CC(OCC4CC4)C34CCCCC4)CC2)cn1 (stereo not given)
 : x, -5, -7
- O=C(c1cccnc1)N1CCN(C(c2ccccc2)c2ccc(F)cc2)CC1 (stereo not given)
 : 4, -4, -2
- CCNCCN1C(=O)CSC1c1ccsc1 (stereo not given)
 : -2, 0, 1
- Cc1ccc(S(=O)(=O)NN2CCOCC2)s1
 : 2, x, -4
- CCc1cc2c(=O)[nH]c(C3CSCCS3)nc2s1 (stereo not given)
 : -24, x, -3
- COC(=O)CC(C)C(=O)NC(C)C(C)(C)C (stereo not given)
 : 18, x, -8
- Cc1ccc(S(=O)(=O)NC(C(=O)NC2CC2)C(C)C)cc1 (stereo not given)
 : 3, x, -8
- COc1cccc(CSc2nnc(CNC(=O)NC34CC5CC(CC(C5)C3)C4)n2-c2ccc(C)cc2)c1
 : 21, -6, -2
- O=S1(=O)CCC(n2nnnc2-c2ccc(Cl)cc2)C1 (stereo not given)
 : -1, x, -2
- CCCC(NC(=O)c1ccc(COC)o1)c1ccccc1 (stereo not given)
 : -5, x, -12
- O=C(O)c1cc2c(O)cccc2[nH]1
 : -3, x, -5
- O=C(OCC(=O)N1CCc2ccccc2C1)C1CCCN1C(=O)c1cccs1 (stereo not given)
 : -2, x, -2
- O=C(COc1ccc(Cl)cc1)Nc1ccc2c(c1)CN(S(=O)(=O)c1cccs1)CC2
 : 10, x, -7
- Cc1cccc(-c2nnc(NC(=O)C(NC(=O)c3ccc(Cl)cc3Cl)C(C)C)s2)c1 (stereo not given)
 : 13, -5, 0
- c1ccc(CNc2cc(-c3ccc4c(c3)CNCC4)c3cc[nH]c3n2)nc1
 : 6, x, -4
- CCc1cccc(NC(=O)C2Cc3ccccc3C(=O)O2)c1 (stereo not given)
 : 1, x, -1
- CC1CCC2(CC1)N=C(c1ccccc1)C(=S)N2 (stereo not given)
 : 12, x, -7
- CCOCc1c(C(=O)N2CCN(C(=O)C3CC3)CC2)oc2ccccc12
 : 1, -16, -5
- CCS(=O)(=O)Oc1cccc(CN(CC(C)C)C(=O)c2ccccc2Br)c1
 : -6, -3, -4
- COCCN(CCOC)C(=O)c1c(-c2c(F)cccc2Cl)noc1C
 : -1, -3, -6
- Cc1sc(NC(=O)CCN2C(=O)C(C)Oc3ccccc32)nc1-c1ccc(F)cc1 (stereo not given)
 : -2, -6, 1
- COC(=O)CN1CCC(NC2CCN(c3cccc(C)c3C)CC2)CC1
 : 2, -10, -1
- CS(=O)(=O)N1CCC(C(=O)N(Cc2cccnc2)c2nc3ccccc3s2)CC1
 : 2, x, 0
- CCOC(=O)c1c(C)nsc1NC(=O)C1(C)CCN1C(=O)CC (stereo not given)
 : -2, -7, -7
